LDHA block = blocks human lactate dehydrogenase A | P00338 | purified LDHA, NADH/diaphorase-resazurin fluorescence; hits give low values | activity change, % (values are at about 110 or 230 µM) | actives 0.15% (n = 480,000); in the data active means activity change below about -30%; inconclusive means mostly about -25% to -30%;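 further: plate controls were DMSO wells for no effect and wells without enzyme for full effect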
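Human LDH5 at 2 nM final in Tris HCl pH 7.4 with 0.06 mM NADH and 0.2 mM pyruvate, reacted 5 minutes at room temperature. Remaining NADH coupled via diaphorase/resazurin; resorufin fluorescence read at 0 and 20 minutes, normalized to enzyme-free and DMSO wells.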
The depositor's hits bear a star; ? = inconclusive. This is a subset, so the mix of outcomes need not match the whole.

SMILES | LDHA block
O=C(O)C(c1c[nH]c2cc(Br)ccc12)N1CCN(c2ncc(Br)cn2)CC1 (configuration not stated) | 0.3
O=C(CCc1cccnc1)NC(C1CC1)C1CC1 | 0.6
O=C(c1nn(-c2ccccc2)c(=O)c2ccccc12)N1CCN(Cc2ccc3c(c2)OCO3)CC1 | 11.9
Cc1ccc(/C=N/NS(=O)(=O)c2ccc(C)c([N+](=O)[O-])c2)o1 | 1.4
COc1cc(SC)ccc1C(=O)OC(C)C(=O)c1ccc(C)cc1 (configuration not stated) | -0.6
COc1cc(OC)c(C2=CCN(C(=O)COc3ccc(Cl)cc3C)CC2)c(OC)c1 | -16.1
Cc1ccc(C(C)NC(=O)Nc2ccc(N3CCOCC3)nc2)o1 (configuration not stated) | 7.4
CN(C(=O)/C=C/c1cccc(Cl)c1)C1(c2ccccc2Cl)CCCCC1=O (configuration not stated) | -0.1
CC(=O)COc1ccc2c(C(F)(F)F)cc(=O)oc2c1 | 1.1
CC(Sc1nc2cc(S(=O)(=O)N(C)C)ccc2o1)C(=O)NC1CC1 (configuration not stated) | ?
Cc1ccc(NC2(c3nnnn3-c3ccccc3C)CCCCC2)cc1 | 0.0
COc1ccc(NS(=O)(=O)c2ccc3oc(SCCOc4ccccc4F)nc3c2)cc1 | 0.2
CC1CCC(NC(=O)c2cc(Cl)ccn2)CC1 (configuration not stated) | 3.9
Cc1cccc(NC(=S)NNC(=O)c2cccc(C)c2)c1 | -6.4
COc1cc(/C=C(/C#N)c2nc3ccccc3o2)ccc1O | 4.4
NC(=O)c1ccccc1NC(=O)c1cc(=O)c2ccccc2o1 | 10.9
CCCn1c(=O)c2ccc(C(=O)NC(C)CC)cc2n2c(SCc3ccc(F)cc3)nnc12 (configuration not stated) | 0.3
CCOC(=O)c1cc(Cc2ccccc2)sc1NC(=O)c1c(C)noc1C | -5.7
Cc1ccc(COC(=O)c2ccc(Cl)c(S(=O)(=O)N3CCOCC3)c2)cc1 | 1.9
Cc1ccc(C(=O)Cn2c(=O)n(CCc3ccccc3)c(=O)c3sccc32)cc1 | -1.3
Cn1c(COc2ccc3c(c2)CCCC3)nnc1SCC(=O)N1CCN(c2ccccc2)CC1 | 1.7
CCOc1ccc(NC(=O)N2CCN(Cc3nc(-c4ccccc4)oc3C)CC2)cc1 | 11.0
COc1ccc2cc(C(=O)NCC(=O)Nc3cccc(C)c3C)c(C)nc2c1 | ?
CC(Oc1ccc(/C=C(/C#N)c2nc3ccccc3[nH]2)cc1)C(=O)O (configuration not stated) | 1.8
CCOC(=O)CNC(=O)c1cc(OCC)c(OCC)c(OCC)c1 | 2.4
CCCOc1ccc(C(=O)Nc2nonc2C)cc1 | -1.9
O=C1CSc2ccc(S(=O)(=O)N3CCCCC3)cc2N1 | -4.8
C=CCn1c(N(C)Cc2ccccc2)nc2c1c(=O)[nH]c(=O)n2C | -11.7
Cc1cc(CN2CCN(Cc3nc(C(C)C)no3)CC2)no1 | 5.9
COCC(C)n1c(C)cc(C(=O)Cn2cnc3scc(-c4ccc(C)cc4)c3c2=O)c1C (configuration not stated) | -2.6
CSc1ccc(/C=N/Nc2ccc(F)cc2)cc1 | 4.6
Nc1nccnc1C(=O)NCCSCc1ccsc1 | 9.6
Clc1ccc(CSc2nnc([C@@H]3CCCN3)o2)c(Cl)c1 | -8.1
Cc1cc(F)ccc1NC(=O)C1CCCN(C(=O)Cc2cccc3ccccc23)C1 (configuration not stated) | -3.3
CCC(C)Oc1ccccc1C1CC(=O)NC2=C1C(=O)CC(C)(C)C2 (configuration not stated) | -2.7
CC1CCCC(NC(=O)CCCc2cccs2)C1C (configuration not stated) | 8.1
CCCCn1nc(C(=O)N2CCCC2c2cccs2)c2ccccc2c1=O (configuration not stated) | 2.6
CCOc1ccc(NC(=O)Nc2c(NC3CCCCC3)c3ccccc3oc2=O)cc1 | 9.4
COc1ccc(C2CCCN2Cc2cc(=O)oc3c(C)c(C)ccc23)cc1 (configuration not stated) | 2.0
Cc1nnc(NC(=O)c2cc(-c3ccccn3)nc3ccccc23)s1 | 7.9
CC(=O)NCCc1ccc(C(=O)COC(=O)c2ccc(C)cc2O)s1 | -0.1
Cc1nnc(SCc2c(C(=O)NC(C)C)oc3ccccc23)s1 | 5.6
COC(=O)c1ccccc1NC(=O)CN(c1cccc(C)c1C)S(C)(=O)=O | -1.5
COCCCNC(=O)c1nc(-c2ccc3[nH]ccc3c2)no1 | 2.7
CCn1c(SCC(=O)c2ccc[nH]2)nnc1-c1ccncc1 | 2.3
Cc1ccc(S(=O)(=O)c2nc(-c3ccco3)oc2N2CCN(C)CC2)cc1 | 3.8
Nc1nccnc1C(=O)Nc1ccc(C(=O)NCc2ccc(F)cc2)cc1 | 7.5
O/N=C1/CCC2CCCC1C2 (configuration not stated) | -19.5
COc1ccc(-c2nc3c(C(C)(C)C)cc(C(C)(C)C)c(O)c3o2)cc1 | 20.0
CCn1c(SCc2ccccc2Br)nc2cc(S(N)(=O)=O)ccc21 | 3.3
CCC1c2ccsc2CCN1C(=O)CCc1ccc(S(=O)(=O)N2CCCCC2)cc1 (configuration not stated) | 5.4
CC(Oc1ccc(Br)cc1Cl)C(=O)NC1(C#N)CCCCC1 (configuration not stated) | 6.3
COc1ccc(NC(=O)CSC2=Nc3ccccc3C3=NC(C(C)C)C(=O)N23)cc1OC (configuration not stated) | 9.7
COc1cccc(-c2noc(CN(C)S(=O)(=O)c3ccc(C)cc3)n2)c1 | 5.9
O=C1NC2(CCCCC2)N(C(=O)c2ccccc2F)C2=C1CCCC2 | -2.3
CN(CC(=O)NC(N)=O)C1CCCCCC1 | -3.0
COc1ccc(C2C(C#N)=C(N)N(c3c(F)cccc3F)C3=C2C(=O)CCC3)cc1OC (configuration not stated) | 0.9
CCCCOc1ccc(/C=C(/C#N)c2ccccn2)cc1 | 18.6
Cn1c(=O)n(Cc2cccc(Br)c2)c(=O)c2c1ncn2Cc1ccccc1 | -3.0
O=C(CCS(=O)(=O)c1ccc2c(c1)CCN2C(=O)C1CC1)NCc1ccc(F)cc1 | -0.3

Some values from the entries so far.
CCCCOc1ccc(/C=C(/C#N)c2ccccn2)cc1 in LDHA block is listed with 18.6
O/N=C1/CCC2CCCC1C2 (configuration not stated) in LDHA block is listed with -19.5

(continued)
SMILES | LDHA block
CNC(=O)NC(=O)C(C)Nc1cccc(Cl)c1C (configuration not stated) | 10.2
Cc1ccc(NC(=O)CCc2c[nH]c3ccccc23)cc1Cl | -12.7
CC(NC(=O)CCc1ncc(-c2c(F)cccc2F)o1)c1ccco1 (configuration not stated) | 1.8
CCCNC(=O)CN(C)Cc1cccc2cccnc12 | 8.0
CC(OC(=O)c1cc(-c2ccco2)nc2ccccc12)C(=O)NC(=O)NC1CCCCC1 (configuration not stated) | 4.2
Cc1c(-c2ccccc2)oc2c(C(=O)NCCCO)cccc2c1=O | 7.7
Cc1ccc2cc(C(=O)N(C)Cc3ccc(C)o3)[nH]c2c1 | 5.0
COc1ccc2oc(C(=O)OC(C)C#N)c(C)c2c1 (configuration not stated) | 2.0
COc1ccc(C(=O)c2c(C)oc3cc(C#N)c(C#N)cc23)cc1 | 2.1
Cc1cccc(-c2nc3cc(NC(=O)c4ccc(C)c([N+](=O)[O-])c4)ccc3o2)c1 | 0.3
CCOC(=O)N1CCN(C(=O)c2cc3ccccc3[nH]2)CC1 | 0.0
CCC(CO)Nc1nc2c(c(=O)n(C)c(=O)n2C)n1Cc1c(F)cccc1Cl (configuration not stated) | 0.7
COc1cccc(NC(=O)Nc2c(N3CCCC3)c3ccccc3oc2=O)c1 | 22.2
Cc1cc(C(=O)NC(C)c2ccccc2Cl)c2cnn(C(C)C)c2n1 (configuration not stated) | -0.8
COc1ccc(N2CC(C(=O)Nc3c(C)nn(C)c3C)CC2=O)cc1 (configuration not stated) | 9.3
Cc1cc(-n2c(SCC(=O)NCC3CCCO3)nc3ccsc3c2=O)ccc1F (configuration not stated) | -4.1
CCC(C)(C)C1CCc2c(sc(NC=O)c2C#N)C1 (configuration not stated) | -8.3
CC1CCN(C(=O)COc2ccc(Cl)cc2C(N)=O)CC1 | 0.2
COc1cc(NS(=O)(=O)c2ccc(-c3cnc(C4CC4)o3)cc2)cc(OC)c1OC | 14.7
COc1cccc(C2C3=C(CC(C)(C)CC3=O)Nc3ccccc3N2C(=O)C(F)(F)F)c1OC (configuration not stated) | 4.4
Cn1c(=O)c2c(ncn2CC(=O)Nc2ccc3c(c2)CCC3)n(C)c1=O | 12.2
CCOc1cc(/C=C/c2ncc(C(=O)O)s2)cc(Cl)c1OC | 0.0
CCC(NC(=O)c1cccc(COC)c1)c1ccccc1OC(F)F (configuration not stated) | -5.4
N#CCCN/N=C/c1ccncc1 | 1.6
CCN(CC)S(=O)(=O)c1ccc(N(C)CCOc2ccc(Br)cc2)nc1 | 7.9
O=C(Nc1c(F)cccc1F)c1cc(-c2ccccn2)nc2ccccc12 | -2.3
Cc1ccc(C(=O)/C=C/c2cc(Br)c(O)c(Br)c2)cc1 | 19.4
C=CCSc1nc2c(c(=O)[nH]c(=O)n2C)n1CCCCC | -9.7
N#Cc1ccccc1COC(=O)c1cccc(OC(F)F)c1 | -5.8
Cc1ccccc1CN1CCN(C(=O)c2ccc3ccccc3n2)CC1 | -0.4
COc1ccccc1-c1cc(NC(=O)C(C)OCC2CC2)n[nH]1 (configuration not stated) | 0.2
COC(=O)c1cc(-c2ccc(C)c(C)c2)nc2ccccc12 | 1.6
CCOC(=O)C1=C(C)NC(=O)CC1C(=O)Nc1cc(Cl)cc(Cl)c1 (configuration not stated) | -60.9*
Cc1ccc(NC(=O)CSc2nc3ccccc3n2CCC#N)cc1C | -5.1
Cc1cc(SCC(=O)NN2C(=O)NC3(CCC(C)CC3)C2=O)nc2c(C)cccc12 (configuration not stated) | 9.8
Cc1ccc(S(=O)(=O)NCCc2csc(-c3cccc(F)c3)n2)c(C)c1 | 2.0
Cc1ccc(S(=O)Cc2nc(-c3ccc(C(=O)NCc4cccnc4)cc3)oc2C)cc1 (configuration not stated) | -2.2
CC(NC(=O)c1cccnc1N(C)C)c1ccc(F)cc1 (configuration not stated) | -2.6
Cc1cccc(-c2cc(C(=O)NCCN3CCOCC3)c3ccccc3n2)c1 | 5.7
C/C(=N\NC(N)=S)c1ccc(C2CCCCC2)cc1 | -5.0
COc1ccc(-n2cnc3c(c2=N)C(c2cccc(OC)c2)c2c(ccc4ccccc24)O3)cc1 (configuration not stated) | 4.9
C=CCn1c(SCC)nc2c1c(=O)[nH]c(=O)n2C | -15.3
CS(=O)(=O)N1CCN(C(C(=O)O)c2c[nH]c3ccc(NC(=O)CCC(=O)O)cc23)CC1 (configuration not stated) | 6.2
Cc1ccc(CN(C)C(=O)c2cc3ccc(C(C)C)cc3[nH]2)o1 | -2.5
O=C(Nc1cn[nH]c1)C1CCCN(c2cnccn2)C1 (configuration not stated) | 3.4

A second format for 19 compounds above:
Compound,LDHA block
Cc1ccc(C(=O)/C=C/c2cc(Br)c(O)c(Br)c2)cc1,19.4
C=CCSc1nc2c(c(=O)[nH]c(=O)n2C)n1CCCCC,-9.7
N#Cc1ccccc1COC(=O)c1cccc(OC(F)F)c1,-5.8
Cc1ccccc1CN1CCN(C(=O)c2ccc3ccccc3n2)CC1,-0.4
COc1ccccc1-c1cc(NC(=O)C(C)OCC2CC2)n[nH]1 (configuration not stated),0.2
COC(=O)c1cc(-c2ccc(C)c(C)c2)nc2ccccc12,1.6
CCOC(=O)C1=C(C)NC(=O)CC1C(=O)Nc1cc(Cl)cc(Cl)c1 (configuration not stated),-60.9*
Cc1ccc(NC(=O)CSc2nc3ccccc3n2CCC#N)cc1C,-5.1
Cc1cc(SCC(=O)NN2C(=O)NC3(CCC(C)CC3)C2=O)nc2c(C)cccc12 (configuration not stated),9.8
Cc1ccc(S(=O)(=O)NCCc2csc(-c3cccc(F)c3)n2)c(C)c1,2.0
Cc1ccc(S(=O)Cc2nc(-c3ccc(C(=O)NCc4cccnc4)cc3)oc2C)cc1 (configuration not stated),-2.2
CC(NC(=O)c1cccnc1N(C)C)c1ccc(F)cc1 (configuration not stated),-2.6
Cc1cccc(-c2cc(C(=O)NCCN3CCOCC3)c3ccccc3n2)c1,5.7
C/C(=N\NC(N)=S)c1ccc(C2CCCCC2)cc1,-5.0
COc1ccc(-n2cnc3c(c2=N)C(c2cccc(OC)c2)c2c(ccc4ccccc24)O3)cc1 (configuration not stated),4.9
C=CCn1c(SCC)nc2c1c(=O)[nH]c(=O)n2C,-15.3
CS(=O)(=O)N1CCN(C(C(=O)O)c2c[nH]c3ccc(NC(=O)CCC(=O)O)cc23)CC1 (configuration not stated),6.2
Cc1ccc(CN(C)C(=O)c2cc3ccc(C(C)C)cc3[nH]2)o1,-2.5
O=C(Nc1cn[nH]c1)C1CCCN(c2cnccn2)C1 (configuration not stated),3.4

More records follow.
SMILES | LDHA block
Cc1ccc(C2=NC(C)(C)N=C2SCC(=O)Nc2ccc(C)c(C)c2)cc1 | 11.4
COc1ccc(-n2c3c(c(=O)[nH]c2=O)CN(C2CCCC2)CN3)cc1Cl | -13.8
Cc1noc(C)c1S(=O)(=O)Nc1ccccc1SCc1cc(=O)n2cc(Cl)ccc2n1 | -0.1
Cc1ccc(CNC(=O)c2ccccn2)s1 | 2.1
O=C(O)C(c1c[nH]c2ccc(Cl)cc12)N1CCc2ccccc2C1 (configuration not stated) | -8.1
N#CC1=C(N)OC2=C(C(=O)CC(c3ccccc3)C2)C1c1cccc(F)c1 (configuration not stated) | 6.6
CN1CCc2c(sc3ncn4nc(COc5ccc6ccccc6c5)nc4c23)C1 | -1.0
Nc1nn(Cc2ccc(Cl)cc2Cl)cc1Cl | 1.3
CCCn1c(NCCN(CC)CC)nc2c1c(=O)[nH]c(=O)n2C | 3.8
COc1ccccc1C(=O)Nc1ccc(-c2nc3cc(C)ccc3o2)cc1 | -1.6
Cc1ccccc1N(C)C(=O)c1cnc(N2CCOCC2)c2ccccc12 | -1.0
N#CC1=C(N)OC2=C(C(=O)CC(c3ccccc3)C2)C1c1ccc(F)cc1 (configuration not stated) | -2.0
CCc1ccc(C(=O)CC2(O)C(=O)Nc3ccc(F)cc32)cc1 (configuration not stated) | -2.0
COc1cccc(C(=O)Oc2ccc(C)cc2C(=O)/C=C/c2ccc(F)cc2)c1 | 7.2
O=C(Nc1ccccc1-c1nc(Cc2ccccc2)no1)c1ccncc1 | -13.3
